Screens deposited in PubChem by National Center for Advancing Translational Sciences (NCATS).
TRHR PAM: qHTS for Small Molecule Agonists and Allosteric Enhancers of Human TRH Receptor: Primary Screen for Enhancers | TRHR cells, fluo-8 calcium fluorescence, EC20 TRH enhancement | enhancement, % at 2 µM | hit rate 0.66% among 360,000 | AID 493056, 2011; in the data active = enhancement above about 30%; note: 0% is about no effect
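TRHR-expressing cells loaded with fluo-8 calcium dye were read kinetically (ex 480/em 530) during compound addition, then stimulated with an EC20 of TRH (10 nM final). Enhancement of the Gq-mediated intracellular calcium response was scored.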
D1 antagonist: Antagonist of Human D 1 Dopamine Receptor: qHTS; D(1A) dopamine receptor (Homo sapiens), P21728; HEK293 TREx D1 cells, calcium flux, dopamine EC80; hits give low values; activity change, negative = inhibition, % at 10 µM; hit rate 3.2% among 360,000; AID 504652, 2011; in the data active = activity change below about -30%; note: % is set by controls: 0 for no effect and ±100 for the full control effect
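Antagonism measured as reduced calcium response to an EC80 dopamine addition following 180 s compound pre-read; cells were inducible HEK293 Trex D1 plated overnight at 30 C, read kinetically at 1 cycle/sec.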
D1 PAM: Potentiators of Human D1 Dopamine Receptor: qHTS. D(1A) dopamine receptor (Homo sapiens), P21728. HEK293 TREx D1 cells, calcium flux, dopamine EC20 potentiation. potentiation, % at 10 µM. hit rate 0.036% among 360,000. AID 504651, 2011; in the data active = potentiation above about 30%; note: 0% is about no effect
RXFP1 ag: qHTS Assay for Agonists of the Relaxin Receptor RXFP1; AID 2676, 2010; Potency, µM (highest dose often 57.5 µM), inactives show at the top dose activation, usual class: activators; HEK293T-RXFP1 cAMP TR-FRET, 30 min; response scale: percent of porcine relaxin response, buffer zero; Relaxin receptor 1 (Homo sapiens), Q9HBX9; hit rate 0.3% among 370,000; note: potency is the fitted concentration of half-maximal effect; % is set by controls: 0 for no effect and ±100 for the full control effect; nearly all actives have a fitted effect of over 60% in size; many of its hits are not listed in these tables
Target sequence (Q9HBX9 whole entry, looked up): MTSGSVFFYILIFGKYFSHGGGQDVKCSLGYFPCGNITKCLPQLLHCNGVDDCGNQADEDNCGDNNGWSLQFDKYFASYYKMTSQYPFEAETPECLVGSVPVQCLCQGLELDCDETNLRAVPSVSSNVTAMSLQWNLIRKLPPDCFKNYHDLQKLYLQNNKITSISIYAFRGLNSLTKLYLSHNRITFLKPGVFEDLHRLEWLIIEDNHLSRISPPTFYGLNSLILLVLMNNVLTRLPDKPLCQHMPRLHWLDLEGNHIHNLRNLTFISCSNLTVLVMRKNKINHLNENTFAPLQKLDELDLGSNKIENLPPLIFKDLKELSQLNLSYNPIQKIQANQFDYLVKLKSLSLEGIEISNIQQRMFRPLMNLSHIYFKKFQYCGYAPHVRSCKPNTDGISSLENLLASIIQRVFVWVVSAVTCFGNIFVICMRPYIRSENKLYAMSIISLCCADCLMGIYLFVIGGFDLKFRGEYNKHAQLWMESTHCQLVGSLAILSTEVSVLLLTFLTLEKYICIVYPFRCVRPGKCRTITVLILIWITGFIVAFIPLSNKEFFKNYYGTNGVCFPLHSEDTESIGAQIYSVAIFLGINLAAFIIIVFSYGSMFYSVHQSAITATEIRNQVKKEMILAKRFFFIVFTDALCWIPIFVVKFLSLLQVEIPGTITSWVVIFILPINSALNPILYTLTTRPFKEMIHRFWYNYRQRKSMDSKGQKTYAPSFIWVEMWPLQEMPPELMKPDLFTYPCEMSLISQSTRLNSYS
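HEK293 cells stably expressing RXFP1, treated 30 min at 37C with compounds plus PDE4 inhibitor Ro 20174; cAMP measured by HTRF TR-FRET. Normalized to buffer and 29 nM porcine relaxin; EC50 by Hill fit.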
RXFP1 antagonist: qHTS Assay for Antagonists of the Relaxin Receptor RXFP1; Relaxin receptor 1 (Homo sapiens), Q9HBX9; HEK293-RXFP1, relaxin-stimulated cAMP HTRF, 30 min; hits give low values; activity change, negative = inhibition, % at 57.5 µM; hit rate 0.59% among 350,000; AID 1259400, 2018;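 active = activity change of -60% or lower, but not beyond a set lower limit; inconclusive = change between -60% and -40%, or beyond the set limit; inactive = change above -40%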; note: % is set by controls: 0 for no effect and ±100 for the full control effect
TRHR ag: qHTS for Small Molecule Agonists and Allosteric Enhancers of Human TRH Receptor: Primary Screen for Agonists. Thyrotropin-releasing hormone receptor (Homo sapiens), P34981. TRHR cells, calcium flux fluo-8, FDSS agonist mode. activation, % at 2 µM. hit rate 0.18% among 360,000. AID 493084, 2011; in the data active = activation above about 30%; note: 0% is about no effect
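TRHR-expressing cells, plated overnight in medium with 10% serum, were loaded with fluo-8 calcium dye at room temperature. After a 10 s baseline, library compound was pin-added and calcium release was recorded kinetically (ex 480/em 530) as agonist response.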
Anesthetic bind: qHTS Assay for Identification of Novel General Anesthetics; Ferritin light chain (Equus caballus), P02791; apoferritin/1-aminoanthracene competitive binding, fluorescence; Potency, µM (highest dose often 77.5 µM), for the others: at the top dose activity change, negative = displacement, usual class: inhibitors; hit rate 0.074% among 350,000; AID 485281, 2010; note: potency is the fitted concentration of half-maximal effect; % is set by controls: 0 for no effect and ±100 for the full control effect; nearly all actives have a fitted effect of over 20% in size
Target sequence (P02791 2-175 limits assumed): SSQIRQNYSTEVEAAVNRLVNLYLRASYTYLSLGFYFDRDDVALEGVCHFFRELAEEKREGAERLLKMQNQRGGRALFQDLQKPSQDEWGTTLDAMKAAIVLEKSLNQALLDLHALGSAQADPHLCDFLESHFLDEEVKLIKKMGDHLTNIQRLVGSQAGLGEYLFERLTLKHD
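Horse-spleen apoferritin (10 uM) in 50% saturated 1-aminoanthracene in PBS was incubated 10 min at room temperature with compound. Fluorescence (ex 380, em 535 nm) was normalized to free and bound 1-AMA, with concentration-response fitted by a four-parameter Hill equation.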
D2 potentiator: HTS Assay for Positive Allosteric Modulators of the Human D2 Dopamine Receptor: Primary Screen for Potentiators. hit rate 0.34% among 340,000. D(2) dopamine receptor (Homo sapiens), P14416. potentiation, % at 10 µM. HEK293 T-REx D2, calcium flux, EC20 dopamine potentiation;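 active = potentiation over 3 SD above the plate norm, cut at about 30% in these data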; note: 0% is about no effect
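Tetracycline-induced Hek293 Trex D2 cells, force-coupled to calcium, loaded with no-wash calcium dye. Compound added with 180 s kinetic read for agonism, then EC20 dopamine and a further 180 s read for potentiation.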
D1 ag: Allosteric Agonists of the Human D1 Dopamine Receptor: qHTS; D(1A) dopamine receptor (Homo sapiens), P21728; HEK293 T-REx D1 cells, calcium flux, agonist mode; activation, % at 2 µM; hit rate 1% among 360,000; AID 504660, 2011; in the data active = activation above about 30%; note: 0% is about no effect
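Tetracycline-induced HEK293 TREx D1 cells, force-coupled to calcium signalling, were dye-loaded with a no-wash calcium kit. Compound was pin-added after a 10 s baseline. Fluorescence was read kinetically at 1 cycle/s for 180 s, with calcium rises flagged as agonism.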
Numbers without * were called inactive; u = inconclusive; x = not tested or not shown; & = joins results of further samples; [ ] = another dose, or the depositor's remark. Unless noted, calls come from the whole dose curve; as a rule, active = well fitted curve in the direction sought with a large enough effect; inconclusive = small, poorly fitted or top-dose-only effect, or another doubt; inactive = no such curve, though single readings can be large; an effect the other way counts as inactive or inconclusive. Not all compounds are listed; the hit share may differ from the screen's.

SMILES | TRHR PAM | D1 antagonist | D1 PAM | RXFP1 ag | RXFP1 antagonist | TRHR ag | Anesthetic bind | D2 potentiator | D1 ag
O=C1CCC(/C=C/c2ccccc2)=NN1Cc1ccccc1Cl | 2 | 8 | -6 | 2.7% | -15 | 0.1 | -19% | -4 | 4
COc1cc(/C=C/c2ccc3cccc(O)c3n2)c(Br)cc1O | 0 | -12 | 3 | 0.2% | x | 25 | 5% | -1 | 13
COc1ccccc1-n1nnnc1SCc1ccccc1 | -2 | -5 | -4 | -0.4% | 1 | -1.0 | 5% | -6 | 7
CSc1ccccc1C(=O)Nc1ccccc1C | -3 | -13 | -6 | 1.4% | -2 | -0.2 | -11% | -12 | 4
Cc1ccc2c(c1)c(C)c(C)n2CC(O)CN1CCCCC1C (centres undefined) | 1 | 1 | -5 | 0.1% | x | 1.0 | -9% | 10 | 8
O=S(=O)(c1ccc(Br)c2nsnc12)N1CCOCC1 | -2 | -1 | -1 | 4.9% | u | -0.3 | -15% | 6 | 0
C=CCOC(=O)C1=C(C)N(C)C(=O)NC1c1cc2c(cc1Br)OCO2 (centres undefined) | 29 | -5 | 1 | 3.3% | -74* | -1.9 | u | 2 | 3
CCn1cc(C(=O)NN)c(=O)c2cc(F)c(N3CCOCC3)cc21 | 11 | -10 | -2 | -1.0% | -10 | -0.4 | 6% | -3 | 0
O=C1NN(c2ccccc2)C(=O)/C1=C/c1ccc(-c2ccc(Cl)c(C(=O)O)c2)o1 | -7 | -19 | -3 | -1.5% | -5 | 0.1 | 2% | -14 | 2
COc1ccc(CCC(=O)NCCc2ccc(Cl)cc2)cc1 | -9 | -23 | x | 1.1% | -8 | -1.4 | -6% | -10 | 5
Clc1ccc(Nc2ncnc3c2cnn3-c2ccccc2)cc1 | -13 | -18 | -12 | 0.6% | x | 0.4 | 5% | -1 | 2
CNC(=O)c1[nH]cnc1C(=O)Nc1ccc(C)cc1 | 5 | -8 | -5 | -1.0% | x | -0.6 | 9% | -7 | 5
Cn1ccc2cc(S(=O)(=O)N3CCC(C(=O)NCCc4ccccc4)CC3)ccc21 | -8 | 7 | -2 | 0.3% | 1 | -0.7 | -9% | -7 | 1
COc1ccc(CCNC(=O)CSc2nnc3ccc(-c4ccncc4)nn23)cc1 | 1 | 18 | -2 | 26% | 14 | -0.2 | -12% | -1 | 1
Cn1c(=O)c(C(=O)COC(=O)c2cc(-c3ccco3)nc3ccccc23)c(N)n(Cc2ccccc2)c1=O | -3 | 9 | -3 | 0.8% | x | 0.7 | -15%&-17% | -13 | 2
COc1ccc(C(=O)C2CCCN(Cc3c(O)cccc3OC)C2)cc1OC (centres undefined) | -1 | -17 | -3 | 1.0% | 0 | -0.2 | -9% | -11 | 2
Cc1cc(C)cc(NC(=S)NCc2ccc3[nH]c4c(c3c2)CCCC4)c1 | -8 | 22 | 5 | -0.1% | x | 0.6 | -3% | -2 | 3
COC(=O)c1cc(-c2cccc(OC)c2)c2c(=O)[nH]c(=O)n(C)c2n1 | -3 | -7 | 3 | 0.8% | 6 | -1.9 | 8% | 10 | 4
Cc1ccc(CS(=O)(=O)CCC(=O)NCCC2=CCCCC2)cc1 | -6 | 10 | -2 | 2.6% | -6 | 0.0 | -8% | x | -1
Cc1c[n+]([O-])n(-c2ccc(C(=O)O)cc2)n1 | 3 | 1 | 1 | 2.0% | 0 | -0.2 | -4% | 6 | 6
COc1cc2c(cc1OC)CN(C(C)C(=O)Nc1cccc(S(=O)(=O)N3CCOCC3)c1)CC2 (centres undefined) | 0 | 23 | -4 | 1.9% | -21 | 0.0 | x | -7 | 4
Cc1cccc(NC(=O)c2cc(N3C(=O)CCC3=O)ccc2Cl)n1 | 2 | -5 | 3 | 3.7% | -7 | 0.6 | -8% | -11 | 2
COC(=O)c1c(C)nc2ccccc2c1C(=O)O | 8 | -3 | 0 | 0.5% | x | -1.4 | -2% | 16 | 6
Cc1cc(C)nc(NC(=O)c2ccc([N+](=O)[O-])o2)n1 | -4 | -12 | -11 | 8.2% | 9 | 0.0 | 3% | -3 | 1
CCCc1nc(SCC(=O)NC2CC2)c2c(C)c(C)sc2n1 | 2 | 7 | -3 | 9.7% | 27 | -0.1 | -2% | 6 | 1
CC(C)[N+](C)(C)CC#CC(O)(c1ccccc1)c1ccccc1 | 1 | 6 | -1 | -1.4% | 26 | -0.2 | -4% | -2 | 1
Cc1nc(-c2ccc(S(=O)(=O)Oc3ccccc3Cl)s2)cs1 | -6 | -26 | -5 | 4.0% | 4 | 0.2 | -10% | 11 | 15
Cc1cc(C)n(-c2cc(N3CCN(C(=O)c4ccc(C(C)(C)C)cc4)CC3)ccc2[N+](=O)[O-])n1 | -5 | -10 | 1 | -0.3% | 0 | 0.1 | u | x | 0
O=C(CSc1nnc(CNC(=O)c2c(F)cccc2F)o1)NCc1ccc(F)cc1 | 2 | 7 | 5 | 0.5% | 9 | 1.7 | -7% | 6 | 14
O=C(Cn1nnc(-c2ccc(CN3CCOCC3)cc2)n1)Nc1nc(-c2ccccc2)cs1 | -7 | 44 | -6 | 1.0% | -33 | 4.8 | u | 16 | 11
COc1ccc(Cn2c(SCc3ccc(C(=O)NC(C)c4ccccc4)cc3)nc3cccnc32)cc1 (centres undefined) | 5 | -2 | 1 | u | -14 | 0.8 | -4% | 2 | 7
CCC(=O)Nc1ccc(NC(=O)c2ccccc2)nc1 | -1 | 8 | -5 | -1.0% | -1 | -0.2 | -3% | 1 | 19
Cc1ccc(O)c(C=Nc2ccc3[nH]ncc3c2)c1 | 3 | 3 | -4 | -1.2% | 3 | 2.5 | 1% | -5 | 1
Cn1c(Cl)c(/C=N/OC(=O)c2cccc(Cl)c2)c2ccccc21 | 5 | 4 | 0 | 0.5% | -3 | 0.2 | -8% | -5 | 2
Cc1cccc(NC(=O)c2cc([N+](=O)[O-])ccc2NC2CCCCC2)c1 | -1 | -7 | -1 | 1.5% | x | 0.7 | -7% | -1 | 7
CCCc1cc(C(=O)NCc2cccnc2)no1 | -5 | -7 | -1 | 0.3% | 8 | 0.3 | -12% | -15 | 1
CC(/C=C/c1cccs1)=C\C(=O)O | 23 | -1 | 3 | 1.2% | -12 | -1.9 | -7% | 4 | 1
O=C(Cc1ccc(Br)cc1)Nc1ccccc1Cl | -3 | -18 | 0 | 1.0% | 15 | -0.1 | -8% | 10 | 2
COCCN(CCOC)C(=O)c1c[nH]c2ccc(S(=O)(=O)N(C)c3ccc(F)cc3)cc2c1=O | 0 | -1 | -1 | -2.0% | -2 | 0.2 | -8% | 2 | 0
Cc1c(CCO)c(=O)[nH]n1S(=O)(=O)c1ccc([N+](=O)[O-])cc1 | 6 | 1 | -5 | 0.4% | 15 | 0.5 | -3% | 5 | 0
CCOc1c(O)ccc(C2NC(=O)N(C)C(C)=C2C(=O)OC)c1[N+](=O)[O-] (centres undefined) | 1 | x | -5 | -0.6% | 1 | -0.5 | -8% | 1 | 2
CC1CC(C)(C)N(C(=O)CN2C(=O)c3ccccc3C2=O)c2ccccc21 (centres undefined) | -10 | 4 | 6 | -0.6% | -26 | 18 | u | -2 | -1
O=C(CSc1nccn1Cc1ccc(Cl)cc1)Nc1nc2ccccc2s1 | -3 | -5 | 1 | -0.5% | -21 | 0.2 | 59%[activator] | 4 | 7
C[C@H](NC(=O)OC(C)(C)C)C(=O)N/N=C/c1ccc2nccnc2c1 | 8 | -14 | -1 | -0.4% | 0 | -0.4 | 1% | 8 | 1
Cn1c(NC(=O)/C=C\c2ccccc2)cc(=O)n(C)c1=O | 5 | 9 | 2 | 0.1% | -6 | 0.3 | -8% | -1 | 2
CCOCCCNC(=O)C1(O)c2ccccc2NC(=O)N1c1ccc(C)c(C)c1 (centres undefined) | -12 | -25 | 1 | -2.0% | -1 | -0.1 | 7% | 2 | 9
COc1ccc(OC)c(Cc2nnc(CCC(=O)N3CCCCC3)o2)c1 | 15 | 16 | -8 | 0.5% | -15 | 0.4 | -5% | 0 | 0
CC(=O)c1c(C)oc2ccc(N(C(=O)c3ccncc3)S(=O)(=O)c3ccccc3)cc12 | -7 | -6 | -4 | 0.1% | -3 | -0.9 | -20% | 3 | 1

Whole records as entered above. Order of values: TRHR PAM, D1 antagonist, D1 PAM, RXFP1 ag, RXFP1 antagonist, TRHR ag, Anesthetic bind, D2 potentiator, D1 ag
`COCCN(CCOC)C(=O)c1c[nH]c2ccc(S(=O)(=O)N(C)c3ccc(F)cc3)cc2c1=O` across the screens: 0, -1, -1, -2.0%, -2, 0.2, -8%, 2, 0
`CC(=O)c1c(C)oc2ccc(N(C(=O)c3ccncc3)S(=O)(=O)c3ccccc3)cc12` across the screens: -7, -6, -4, 0.1%, -3, -0.9, -20%, 3, 1
`C[C@H](NC(=O)OC(C)(C)C)C(=O)N/N=C/c1ccc2nccnc2c1` across the screens: 8, -14, -1, -0.4%, 0, -0.4, 1%, 8, 1

Other compounds.
SMILES | TRHR PAM | D1 antagonist | D1 PAM | RXFP1 ag | RXFP1 antagonist | TRHR ag | Anesthetic bind | D2 potentiator | D1 ag
Cc1ccccc1NS(=O)(=O)c1ccc(C(=O)OCC(=O)NCC(C)C)cc1 | -2 | 2 | -2 | -2.0% | -11 | -0.2 | -11% | 6 | 10
O=C(Nc1ccon1)c1ccc(F)c(S(=O)(=O)N2CCCCC2)c1 | 0 | 10 | 3 | -3.8% | -7 | 0.6 | -2% | 6 | 5
COc1ccc(CNC(=O)C2=CC(c3ccc(OC)cc3)=NS(=O)(=O)N2C)cc1 | 2 | -28 | -6 | 1.4% | 9 | -0.3 | u | -17 | 0
C#CCOCCOCCOCCNc1nc(N2CCN(C(=O)CCCCCCCCCCNC(=O)[C@H]([C@@H](C)CC)n3cc(CCCCCN)nn3)CC2)nc(N2CCN(C(=O)CCCCCCCCCCNC(=O)[C@@H]([C@H](C)O)n3cc(C)nn3)CC2)n1 | 3 | 3 | 55* | 4.9% | x | 0.5 | x | -2 | 156*
